Mcl1 Bid PPI = Mcl-1/Bid binding inhibitors, primary screen, biochemical, TR-FRET, 1536-well | AID 1021, 2008 | 0.97% of 220,000 active | inhibition, % at 21.7 µM | TR-FRET Mcl-1/Bid-Dy647 peptide binding | Induced myeloid leukemia cell differentiation protein Mcl-1 (Homo sapiens), Q07820;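 active = compounds that cut the binding signal by more than half at the single screening dose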;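 note: His-tagged Mcl-1 with europium anti-His antibody binding Bid BH3 peptide; 0% = Mcl-1 plus peptide wells and 100% = peptide-only wells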
Target sequence (Q07820 whole entry, looked up): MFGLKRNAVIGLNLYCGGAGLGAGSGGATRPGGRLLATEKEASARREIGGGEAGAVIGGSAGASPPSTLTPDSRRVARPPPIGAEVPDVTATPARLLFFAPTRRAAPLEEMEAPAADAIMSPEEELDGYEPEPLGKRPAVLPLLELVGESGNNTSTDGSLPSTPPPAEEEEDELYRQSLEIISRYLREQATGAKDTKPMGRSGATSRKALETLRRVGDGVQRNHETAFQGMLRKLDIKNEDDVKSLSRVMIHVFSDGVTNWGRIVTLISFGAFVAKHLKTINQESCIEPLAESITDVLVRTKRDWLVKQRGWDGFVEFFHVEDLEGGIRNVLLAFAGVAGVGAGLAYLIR
GSH fluor = compound fluorescence on glutathione beads, profiling panel, artefact control, biophysical, 488/530 nm, flow cytometry | GSH beads flow cytometry, compound fluorescence 488/530 nm; stronger effect = higher value | fluorescence (KMESF) at 10 µM | 0.25% of 190,000 active; in the data active = fluorescence above about 89;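 note: glutathione beads carrying GST-tagged Bcl family fusion proteins plus one bare bead set; values are compound well signal with DMSO vehicle wells as background; inactives centre near 16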
RGS7-Gao = RGS7-Galphao binding modulators, primary screen, biochemical, multiplexed bead flow cytometry | Guanine nucleotide-binding protein G(o) subunit alpha (Homo sapiens), P09471 | 0.35% of 220,000 active | actives lie on both sides | binding response (% of control), % at 10 µM; in the data active = binding response below about 49% or above about 150%; inconclusive = no clear call, values can overlap the other calls; inactive = in between;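 note: fluorescent Galphao held in activated GDP-AlF4 state binding bead-coupled RGS7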
Bim-Bcl-W = inhibitors of Bim binding to Bcl-W, primary screen, biochemical, multiplexed, bead-based flow cytometry. inhibition, % at 10 µM. Bim peptide-Bcl-W binding. 0.02% of 190,000 active;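 note: 0% = bound tracer without compound and 100% = peptide blocker; higher means less fluorescent Bim peptide bound to Bcl-W beads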
Target sequence (Q92843 whole entry, looked up): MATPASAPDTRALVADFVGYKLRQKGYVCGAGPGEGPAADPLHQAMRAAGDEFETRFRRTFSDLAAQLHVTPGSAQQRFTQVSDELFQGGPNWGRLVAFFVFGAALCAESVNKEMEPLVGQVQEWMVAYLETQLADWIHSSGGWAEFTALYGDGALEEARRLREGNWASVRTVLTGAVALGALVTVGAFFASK
Bim-Bcl-2 = inhibitors of Bim-Bcl-2 binding, primary screen, biochemical, multiplexed, human Bcl-2 family; Apoptosis regulator Bcl-2 (Homo sapiens), P10415; Bead-based flow cytometry, Bim peptide-Bcl-2 binding; inhibition, % at 10 µM; 0.06% of 190,000 active; in the data active = inhibition above about 40%; inconclusive = no clear call, values can overlap the other calls;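 note: 0% = no compound wells with probe peptide and 100% = reference peptide inhibitor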
Bcl-XL Bim block = inhibitors of Bim-Bcl-XL binding, primary screen, biochemical, multiplexed, bead flow cytometry, human Bcl-XL | Bcl-2-like protein 1 (Homo sapiens), Q07817 | Bim peptide-Bcl-XL binding, fluorescence | inhibition, % at 10 µM | 0.04% of 190,000 active
Target sequence (Q07817 whole entry, looked up): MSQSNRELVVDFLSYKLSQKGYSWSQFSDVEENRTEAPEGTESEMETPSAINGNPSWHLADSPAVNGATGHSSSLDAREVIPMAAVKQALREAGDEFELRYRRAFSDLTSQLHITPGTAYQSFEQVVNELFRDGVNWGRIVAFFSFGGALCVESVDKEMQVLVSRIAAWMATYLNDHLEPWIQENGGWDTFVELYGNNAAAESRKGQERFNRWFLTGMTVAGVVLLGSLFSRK
Bim-Bcl-B = inhibitors of Bim-Bcl-B binding, primary screen, biochemical, multiplexed, human Bcl-2 family | bead-based flow cytometry, Bim peptide-Bcl-B binding | 0.073% of 190,000 active | Bcl-2-like protein 10 (Homo sapiens), Q9HD36 | inhibition, % at 10 µM | AID 951, 2007;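 note: 0% = tracer peptide without compound and 100% = reference inhibitor peptide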
Target sequence (Q9HD36 whole entry, looked up): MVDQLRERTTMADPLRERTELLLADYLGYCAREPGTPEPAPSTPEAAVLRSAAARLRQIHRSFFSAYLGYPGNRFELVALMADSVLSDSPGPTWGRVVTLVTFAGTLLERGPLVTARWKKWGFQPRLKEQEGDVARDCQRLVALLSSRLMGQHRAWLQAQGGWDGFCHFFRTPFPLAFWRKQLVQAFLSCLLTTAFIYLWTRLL
RGS8-Gao reg = RGS8-Galphao binding modulators, primary screen, biochemical, multiplexed bead flow cytometry; Guanine nucleotide-binding protein G(o) subunit alpha (Homo sapiens), P09471; actives lie on both sides; response (percent of control binding), % at 10 µM; 0.34% of 220,000 active; AID 1423, 2008; in the data active = response below about 60% or above about 140%; inactive = in between;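 note: Galphao activated as the GDP aluminium fluoride complex binding bead-coupled RGS8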
Bfl-1 Bim block = inhibitors of Bim binding to Bfl-1, primary screen, biochemical, multiplexed, bead-based flow cytometry. Bcl-2-related protein A1 (Homo sapiens), Q16548. Bim-Bfl-1 binding inhibition. inhibition, % at 10 µM. 0.12% of 190,000 active;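 note: 0% = wells without compound plus tracer and 100% = blocker peptide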
Mcl-1 Bim block = inhibitors of Bim peptide binding to Mcl-1, primary screen, biochemical, bead-based flow cytometry, multiplex; inhibition, % at 10 µM; Induced myeloid leukemia cell differentiation protein Mcl-1 (Homo sapiens), Q07820; 0.1% of 190,000 active; Bim peptide-Mcl-1 binding;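 note: 0% = no compound tracer wells and 100% = peptide blocker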
RGS4-Gao reg = modulators of RGS4 binding to Galphao, primary screen, biochemical, multiplexed bead flow cytometry; AID 1415, 2008; binding response (% of control), % at 10 µM; Guanine nucleotide-binding protein G(o) subunit alpha (Homo sapiens), P09471; actives lie on both sides; 0.33% of 220,000 active; in the data active = binding response below about 49% or above about 150%; inactive = in between;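 note: fluorescent Galphao activated with aluminum fluoride binding bead-coupled RGS4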
Starred values were filed as active, the others as inactive; ? = inconclusive; [ ] = remark or other dose. Cut-off read from the data, not from the text of the source, unless noted: active = inhibition above about 40%.

SMILES | Mcl1 Bid PPI | GSH fluor | RGS7-Gao | Bim-Bcl-W | Bim-Bcl-2 | Bcl-XL Bim block | Bim-Bcl-B | RGS8-Gao reg | Bfl-1 Bim block | Mcl-1 Bim block | RGS4-Gao reg
CCN(CCO)C(=S)Nc1cc(C(=O)OC)ccc1C(=O)OC | -5 | 13 | 101 | -4 | 0 | -5 | -4 | 102 | 0 | -3 | 103
S=C(NCC1CCCO1)NC12CC3CC(CC(C3)C1)C2 (stereo not drawn) | -31 | 15 | 105 | -1 | -2 | 0 | -5 | 101 | -2 | 1 | 101
CC(=O)N1CCC(N(C(=O)Nc2ccc(C)c(C)c2)C2CCCC2)CC1 | -35 | 18 | 105 | 0 | 0 | -1 | 0 | 101 | -2 | -3 | 103
Clc1ccc(CSc2nnc(-c3ccncc3)o2)c(Cl)c1 | 6 | 30 | 92 | -2 | -1 | -4 | -3 | 97 | 0 | -5 | 95
COc1cc(C(=O)Nc2cccc(-c3nc4cc(C)cc(C)c4o3)c2)cc(OC)c1OC | 2 | 9 | 87 | 0 | -1 | -1 | 2 | 97 | 0 | -2 | 82
CCCC(=O)Nc1c2c(nn1-c1ccc(OC)cc1)CS(=O)C2 (stereo not drawn) | 4 | 59 | 104 | -3 | -7 | -8 | -7 | 110 | -8 | -10 | 109
CCOCCCn1c(SCC(=O)NC(C)(C)C)nc2ccccc2c1=O | -24 | 12 | 95 | 2 | -10 | -5 | -10 | 99 | -13 | 0 | 95
CSCCC(NC(=O)c1ccccc1)C(=O)NC1CC1 (stereo not drawn) | -20 | 14 | 105 | -3 | -2 | -2 | -3 | 102 | 1 | -1 | 102
NNC(=O)c1cc(-c2ccco2)[nH]n1 | -19 | 9 | 98 | -11 | -7 | -15 | -6 | 107 | -3 | -22 | 105
Cc1c(C)c2ccc(OCc3ccc(C(=O)O)o3)c(C)c2oc1=O | 22 | 14 | 101 | -1 | 0 | -1 | 2 | 100 | 0 | -1 | 99
Cc1ccc(-c2nnc(SCC#CCOC(=O)c3cccs3)o2)cc1 | -26 | 13 | 97 | -1 | -9 | -4 | -11 | 96 | -9 | -1 | 95
Cc1nc2ncccn2c1-c1csc(NCc2ccco2)n1 | -9 | 17 | 97 | 3 | -11 | -3 | -3 | 99 | -14 | -1 | 102
CCCOC1CCCN(Cc2nc(-c3cnccn3)no2)C1 (stereo not drawn) | -12 | 13 | 108 | -5 | -6 | -5 | -4 | 105 | -3 | -5 | 106
CCN(C(=O)COC(=O)CNC(=O)C12CC3CC(CC(C3)C1)C2)C1CCS(=O)(=O)C1 (stereo not drawn) | -11 | 7 | 104 | -2 | -2 | -3 | -5 | 99 | 0 | -2 | 104
CC1=NOC(=O)/C1=C\c1ccc2c(c1)OCO2 | -52 | 10 | ? | 0 | 1 | 2 | 0 | 93 | 2 | 2 | 97
COc1ccc(S(N)(=O)=O)cc1C(=O)N1CCCC1 | -12 | 13 | ? | -2 | 2 | 0 | 3 | 101 | 5 | -2 | 103
O=C(CSc1nnc(-c2cccnc2)n1Cc1ccco1)c1ccc(Cl)cc1 | 12 | 32 | 85 | -4 | -9 | -10 | -10 | 79 | -13 | -4 | 67
Cn1c(SCCC(=O)O)nnc1-c1ccncc1 | -4 | 14 | 90 | -6 | 8 | -6 | -7 | 93 | 0 | -3 | 94
CCN(CC)C(=O)c1sc(NC(=O)Cc2ccc(OC)cc2)c(C#N)c1C | -12 | 15 | 102 | 0 | -9 | -4 | -8 | 99 | -14 | 0 | 101
CC(C)S(=O)(=O)C1=NSC2=NC(=O)/C(=C\c3ccc(-c4cccc(C(=O)O)c4)o3)C(=N)N21 | -25 | 12 | ? | 2 | 0 | 0 | 0 | 96 | -3 | 2 | 93
CCOC(=O)c1[nH]c(=O)[nH]c1COC(=O)c1cc2ccccc2o1 | -37 | 23 | 100 | -1 | -8 | -5 | -3 | 102 | -18 | -1 | 102
CCCOc1ccc(/C=c2\sc3nc(-c4ccco4)nn3c2=O)cc1OCC | -12 | 45 | 95 | 4 | 3 | -6 | 0 | 86 | 0 | -4 | 92
COc1cccc(N2CCN(c3c4c(nc5ncnn35)CCC4)CC2)c1 | -62 | 57 | 100 | 7 | 0 | -16 | 1 | 104 | -9 | 3 | 104
O=C(Nc1cccn2ncnc12)c1ccc(Cl)cc1 | -8 | 12 | 102 | 0 | 0 | 0 | 0 | 103 | 0 | -4 | 98
Cc1cccc(C(=O)NC2CCN(CC(=O)N3CCOCC3)CC2)c1 | -18 | 22 | 91 | 5 | 0 | 0 | -2 | 103 | 2 | -1 | 89
Cc1noc(NS(=O)(=O)c2ccc(NC(=O)CCn3c(=O)oc4ccccc43)cc2)c1C | -5 | 15 | 100 | 0 | -2 | -4 | -4 | 100 | -8 | -2 | 102
CCN1C(=O)C(O)(CC(=O)c2cccc(-n3cccc3)c2)c2ccccc21 (stereo not drawn) | -18 | 8 | 110 | -2 | -2 | -7 | -7 | 105 | -4 | 0 | 108
Cc1cc(C)nc(NS(=O)(=O)c2ccc(NC(=O)c3ccco3)cc2)n1 | -19 | 31 | 99 | -3 | -10 | -2 | -9 | 100 | -21 | -5 | 100
COc1ccc(-c2noc(-c3ccccc3C(=O)NCc3ccco3)n2)cc1 | -10 | 21 | 101 | 0 | -12 | -3 | -6 | 104 | -13 | 0 | 101
O=C(NC1CCCC1)C(c1cccs1)N(CC1CCCO1)C(=O)Cc1cccs1 (stereo not drawn) | -15 | 27 | 87 | -1 | -2 | -3 | 0 | 93 | 1 | 0 | 86
COc1cc(C)c(Br)cc1S(=O)(=O)NCCCN1CCOCC1 | -18 | 11 | 96 | 3 | 0 | 2 | 0 | 101 | 6 | -5 | 93
COC(=O)c1sc(-c2ccccc2)cc1NC(=O)C1CC1 | -11 | 12 | 98 | -3 | -9 | 0 | -2 | 98 | -2 | 0 | 100
CC1(C)NC(=O)N(CC(O)Cn2c3ccccc3c3ccccc32)C1=O (stereo not drawn) | 0 | 9 | 100 | 0 | 0 | -3 | -4 | 100 | -6 | -1 | 104
COC(=O)CNC(c1ccccc1Cl)c1cc(Br)ccc1NC(=O)CCN1CCOCC1 (stereo not drawn) | -21 | 12 | 102 | 0 | 0 | -4 | -3 | 96 | -1 | -1 | 90
O=C(CCc1nnc(COc2ccccc2)o1)NCc1ccc(Cl)s1 | -55 | 17 | 94 | 3 | -4 | 0 | -2 | 96 | 3 | -3 | 98
O=C(O)c1ccc(C2SCC(=O)N2Cc2ccco2)cc1 (stereo not drawn) | -24 | 64 | 101 | -3 | -4 | -1 | -5 | 100 | -10 | 0 | 100
Cc1ccccc1NC(=S)NC1(C)CCS(=O)(=O)C1 (stereo not drawn) | -59 | 7 | 97 | -2 | -2 | -7 | -6 | 98 | 0 | -4 | 97
O=C(O)c1ccc(SCc2cnc(Cl)s2)cc1 | -13 | 14 | 101 | -1 | -3 | -3 | -4 | 98 | -4 | -5 | 103
CCOCC(=O)Nc1cc(C(=O)Nc2cccc(C)c2C)ccc1Cl | -18 | 12 | 104 | -1 | -3 | -3 | -2 | 104 | 0 | -1 | 107
COc1ccc(C2=Nn3c([n+](C)c4ccccc43)SC2)cc1 | 4 | 10 | 95 | 2 | -5 | 2 | 1 | 100 | -3 | 2 | 99

Ordered by length of the SMILES (high to low): part of the list above.
SMILES | Mcl1 Bid PPI | GSH fluor | RGS7-Gao | Bim-Bcl-W | Bim-Bcl-2 | Bcl-XL Bim block | Bim-Bcl-B | RGS8-Gao reg | Bfl-1 Bim block | Mcl-1 Bim block | RGS4-Gao reg
CCCOc1ccc(/C=c2\sc3nc(-c4ccco4)nn3c2=O)cc1OCC | -12 | 45 | 95 | 4 | 3 | -6 | 0 | 86 | 0 | -4 | 92
COc1ccc(S(N)(=O)=O)cc1C(=O)N1CCCC1 | -12 | 13 | ? | -2 | 2 | 0 | 3 | 101 | 5 | -2 | 103
O=C(O)c1ccc(SCc2cnc(Cl)s2)cc1 | -13 | 14 | 101 | -1 | -3 | -3 | -4 | 98 | -4 | -5 | 103

Taken from above.
Value of CC1(C)NC(=O)N(CC(O)Cn2c3ccccc3c3ccccc32)C1=O (stereo not drawn) in Mcl-1 Bim block: -1
Value of CCCOc1ccc(/C=c2\sc3nc(-c4ccco4)nn3c2=O)cc1OCC in RGS4-Gao reg: 92

(list continues)
SMILES | Mcl1 Bid PPI | GSH fluor | RGS7-Gao | Bim-Bcl-W | Bim-Bcl-2 | Bcl-XL Bim block | Bim-Bcl-B | RGS8-Gao reg | Bfl-1 Bim block | Mcl-1 Bim block | RGS4-Gao reg
COCCCNC(=O)c1cccn2c(=O)c3cc4ccccc4cc3nc12 | 7 | 22 | 100 | -1 | -7 | -7 | -10 | 100 | -5 | -5 | 99
COc1cccc(NC(=O)c2nn(C34CC5CC(CC(C5)C3)C4)cc2[N+](=O)[O-])c1 | -13 | 62 | 102 | -6 | -5 | -8 | -5 | 113 | -3 | -7 | 105
Cc1cc(O)c(/C=N/OCc2ccc(Cl)cc2Cl)c(=O)o1 | -16 | 15 | ? | 0 | -2 | -2 | 0 | 101 | -3 | 0 | 104
O=C(NCCc1ccc(Cl)cc1)C1CCN(S(=O)(=O)N2CCCC2)CC1 | -25 | 17 | 93 | 0 | -6 | -2 | -3 | 82 | -1 | -2 | 94
CCCCc1nnc(NC(=O)C=C(C)C)s1 | -2 | 26 | 98 | -1 | -4 | -2 | -1 | 102 | -2 | 0 | 97
CCn1cc(C(=O)O)c(=O)c2cc(F)c(N3CCN(C(=O)Nc4ccccc4)CC3)cc21 | -5 | 15 | 96 | -3 | -4 | -2 | 0 | 104 | -2 | -2 | 100
COc1cccc(OCC(=O)NC2CCCCC2)c1 | 1 | 5 | 107 | 1 | 0 | -2 | -1 | 99 | -1 | 0 | 102
CSCCC(NS(=O)(=O)c1cc(C(=O)O)ccc1Cl)C(=O)O (stereo not drawn) | -29 | 11 | 101 | 1 | 0 | -3 | -1 | 102 | 0 | 2 | 103
COc1ccc2nc(NC(=O)C3CCCN3S(=O)(=O)c3ccc(C)cc3)sc2c1 (stereo not drawn) | -9 | 12 | 106 | -3 | 0 | -3 | -4 | 101 | 0 | -3 | 98
CSC1=NC(=O)/C(=C\c2cccc3ccccc23)S1 | -4 | 11 | 223*[activator] | 0 | 0 | -1 | -3 | 97 | -1 | -2 | 124
CCC1CC(C)(C(=O)Nc2ccc(S(N)(=O)=O)cc2)OC1=O (stereo not drawn) | -18 | 16 | 101 | -4 | -6 | -3 | -4 | 101 | -10 | 1 | 103
Cc1nnc(SCCn2c(N3CCCC(C)C3)nc3c2c(=O)[nH]c(=O)n3C)s1 (stereo not drawn) | 4 | 51 | 102 | 5 | -10 | 2 | -9 | 102 | -11 | -4 | 101
